From PubChem BioAssay
Cardio protect – cardioprotection against H2O2-induced cell death, primary screen, uHTS, H9c2 cells, ATPLite luminescence. H9c2 cardiomyocytes, H2O2 injury protection, 2 h. actives 0.63% (n = 360,000). protection from H2O2 cell death, % at 20 µM;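 active means compounds giving at least 50% protection of heart cells from peroxide-induced death in the single-dose screen, raw or plate-pattern-corrected value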;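 further: 0% = DMSO wells with peroxide and 100% = DMSO wells without peroxide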
PDI turbidity – inhibitors of human PDI, primary screen, biochemical, turbidity, single point, plate reader; Protein disulfide-isomerase (Homo sapiens), P07237; PDI insulin aggregation turbidity, A650, 90 min; inhibition, % at 10 µM; actives 0.052% (n = 350,000); AID 588391, 2011;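 active means mean inhibition across replicates of 30% or more, whatever share of single replicates reach that level; inconclusive means mean inhibition below 30% while every single replicate reaches 30%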;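 further: absorbance from insulin aggregation driven by PDI reduction with DTT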
N-glyco inh – increase of ERlucT glycosylation luciferase signal, primary screen, N-linked glycosylation inhibitor project, D54 ERlucT cells, luminescence, set 2 | actives 0.23% (n = 360,000) | reporter increase, % at 12.5 µM | D54 ERlucT glycosylation luciferase reporter, 24 h; percent of 100 nM tunicamycin response;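 active means mean luciferase reporter signal, scaled so untreated is 0 and the glycosylation-blocking control 100, at or above a set limit in every replicate; inconclusive means mean reaches the limit but not every replicate does; inactive means mean below the limit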;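 further: luciferase carries N-glycosylation sites so blocking glycosylation raises the light; 0% = median of neutral control wells and 100% = median of 100 nM tunicamycin wells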
aDG glyco up – activators of alpha-DG glycosylation, primary screen, uHTS, Pro5-aDG cells, AlphaScreen; alpha-DG glycosylation AlphaScreen (IIH6); 0% Pro5, 100% B10-LARGE cell signal; activation, % at 10 µM; actives 0.22% (n = 360,000); AID 624168, 2012;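 active means activation of at least 8% versus controls, or a plate z-score of at least 8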;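 further: Pro5 are CHO cells carrying HIG-tagged alpha-DG that lacks glycosylation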
ABCB6 inh MLPCN – ABCB6 transporter inhibitors, primary screen, K562-ABCB6 cells, flow cytometry, MLPCN library; ATP-binding cassette sub-family B member 6 (Homo sapiens), Q9NP58; K562-ABCB6 porphyrin accumulation, 1 h; hits give low values; fluorescence ratio to DMSO, % at 10 µM; actives 0.19% (n = 360,000); AID 602162, 2011;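 active means fluorescence ratio to DMSO below 75%, the collection mean minus 3 SD; inconclusive means too few cells collected in the well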;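 further: signal is porphyrin accumulated inside mitochondria; 100% equals median channel fluorescence of DMSO control wells; lower ratio means ABCB6 inhibition with less porphyrin fluorescence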
Target sequence (Q9NP58 whole entry, looked up): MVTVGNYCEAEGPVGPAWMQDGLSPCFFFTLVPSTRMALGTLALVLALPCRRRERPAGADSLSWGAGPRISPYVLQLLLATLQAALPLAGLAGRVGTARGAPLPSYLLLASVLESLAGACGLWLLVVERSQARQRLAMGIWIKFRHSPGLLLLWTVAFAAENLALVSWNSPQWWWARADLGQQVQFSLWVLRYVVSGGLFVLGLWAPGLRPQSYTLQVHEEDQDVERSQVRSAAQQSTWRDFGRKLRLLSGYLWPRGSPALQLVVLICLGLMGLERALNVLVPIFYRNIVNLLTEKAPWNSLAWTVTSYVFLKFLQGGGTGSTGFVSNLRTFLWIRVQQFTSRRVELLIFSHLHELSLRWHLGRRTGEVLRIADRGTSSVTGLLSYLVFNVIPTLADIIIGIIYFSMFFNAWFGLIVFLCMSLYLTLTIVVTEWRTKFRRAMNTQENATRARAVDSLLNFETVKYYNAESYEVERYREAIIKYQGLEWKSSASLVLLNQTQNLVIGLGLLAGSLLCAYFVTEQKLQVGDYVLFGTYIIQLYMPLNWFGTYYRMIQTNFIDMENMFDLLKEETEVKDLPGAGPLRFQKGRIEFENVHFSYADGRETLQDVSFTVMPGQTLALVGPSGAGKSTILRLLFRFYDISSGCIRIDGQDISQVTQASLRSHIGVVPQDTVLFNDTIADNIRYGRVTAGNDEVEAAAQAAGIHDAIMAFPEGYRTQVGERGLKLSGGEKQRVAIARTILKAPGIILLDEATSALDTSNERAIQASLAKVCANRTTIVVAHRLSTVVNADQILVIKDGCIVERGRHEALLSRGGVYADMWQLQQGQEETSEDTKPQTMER
HTR2A ag – mouse Htr2a agonists via beta-arrestin recruitment, primary screen, cell-based, luminescence | CHO-K1 mHTR2A beta-arrestin complementation; percent of 30 µM serotonin response | 5-hydroxytryptamine receptor 2A (Mus musculus), P35363 | AID 624169, 2012 | activation, % at 7.6 µM | actives 0.66% (n = 360,000);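 active means activation above a run cutoff, the mean activation of all tested compounds plus 3 SD, cut at about 14% in these data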;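 further: 0% = plate median of compound wells and 100% = 30 µM serotonin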
Exocytosis inh – LAMP-1 surface exposure blockers, TALL-104 cells – cell-based, flow cytometry, MLPCN library, primary screen. actives 0.66% (n = 360,000). inhibition, % at 10 µM. TALL-104 LAMP-1 surface exposure; cells stimulated with thapsigargin and PMA;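 active means inhibition above about 55%, limit read from the data; inconclusive means no clear call, values can overlap the other calls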
CaV13 ICDI inh – Disruptors of the CACNA1D IQ motif to Ca2+-dependent inactivation inhibitor domain association, primary screening, Förster resonance energy transfer in intact living …. actives 0.098% (n = 340,000). AID 743397. HEK cells, CFP/YFP FRET ICDI-IQ, plate reader, 10 min; percent FRET-ratio fall versus neutral wells. inhibition, % at 12.3 µM;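 active means mean replicate inhibition of at least 30% and at least 1% of replicates passing that level; inconclusive means only one of the two criteria is met; inactive means neither criterion is met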;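 further: 0% = median of the neutral control wells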
Vif inh – HIV Vif self-association inhibitors, primary screen, imaging, HEK293T, single point; HEK293T cells, Vif self-association by quenched fluorescence, 24 h; inhibition, % at 7.49 µM; actives 0.35% (n = 340,000); AID 602346, 2012; in the data active means inhibition above about 50%, passing the limit was not always enough; inconclusive means no clear call, values can overlap the other calls; inactive means below about 31%; further: some results filed as inactive read as strong as hits
hiPSC survival – enhancers of single-cell hiPSC survival, primary screen, ATPlite luminescence. AID 602274, 2012. 100% = ROCK inhibitor wells, 0% = DMSO. actives 0.044% (n = 360,000). survival enhancement, % at 20 µM; in the data active means survival enhancement above about 18%;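 further: cells exposed to compounds for 16 hours before the ATP read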
* = called active by the depositor; ? = inconclusive; · = no result given.

No.	compound	aDG glyco up	Vif inh	ABCB6 inh MLPCN	Exocytosis inh	Cardio protect	HTR2A ag	N-glyco inh	hiPSC survival	CaV13 ICDI inh	PDI turbidity
1	O=C(CCCc1nc(-c2ccc(Cl)cc2)no1)NCC1CCCO1 (configuration not stated)	0.4	-19	97	6	-6	2	-4	-0.6	-2	6
2	CCn1c(NCCO)nc2c(c1=O)C(C)(CC)Cc1ccccc1-2 (configuration not stated)	0.1	-6	101	7	5	-6	6	-0.5	-12	7
3	CCCCC1=CC2=CC(=O)C(C)(OC(=O)CC)C(=O)C2=CN1c1ccccc1 (configuration not stated)	0.0	3	100	-9	-5	9	3	3.5	·	0
4	CCOc1ccc(-c2cn(CCC#N)cn2)cc1	0.0	-1	109	-2	3	-3	1	2.1	-11	-3
5	CCOC(=O)Nc1ccc2c(COC(=O)CNS(=O)(=O)c3cccc(Br)c3)cc(=O)oc2c1	-0.4	7	107	0	8	-3	0	-1.4	-4	-11
6	O=C(N/N=C/C(Br)=C/c1ccccc1)c1cccnc1	-0.2	6	93	-6	-2	-8	8	-0.7	-5	-5
7	Cc1cccc(NS(=O)(=O)c2cccc(C(=O)NCCCN3CCOCC3)c2)c1	0.1	-3	95	-2	2	0	4	-0.2	-6	2
8	COc1ccc(N(C(=O)c2cccnc2)S(=O)(=O)c2ccc3c(c2)n(C)c(=O)n3C)cc1	0.5	-4	98	6	12	-2	2	-5.1	-7	-4
9	O=C1c2cccc(OCC(=O)N3N=C(c4cccs4)CC3c3ccc(F)cc3)c2CCN1Cc1ccccc1 (configuration not stated)	-0.3	8	97	-3	-7	-3	-6	-1.5	-15	1
10	CCCCC(=O)N(C)c1c(CC)nc2c(OCc3cccc(Cl)c3)cccn12	0.6	-13	95	-2	-2	-2	-2	1.3	-16	2
11	COc1ccc(C(=O)COC(=O)CNC(=O)c2ccccc2)cc1F	0.0	-5	104	-2	-1	-4	0	-0.2	-6	-8
12	CN(c1ccccc1C(=O)Nc1ccc(S(=O)(=O)N2CCOCC2)cc1)S(C)(=O)=O	0.4	-2	97	-3	8	-2	1	-1.3	-6	-16
13	O=[N+]([O-])c1cccc(Cl)c1N1CCOCC1	-0.2	-8	97	0	-4	3	1	2.8	-4	-2
14	CCC(C)c1ccccc1N1CC(C(=O)N2CCN(S(=O)(=O)c3ccc(F)cc3)CC2)CC1=O (configuration not stated)	0.0	5	106	-1	-3	0	3	2.2	-6	1
15	COc1ccccc1-c1cccc([C@@H]2C[C@H]3[C@H](CON3C)CN2C)c1	0.0	·	97	-2	9	-7	0	1.6	-6	-11

Following part:
No.	compound	aDG glyco up	Vif inh	ABCB6 inh MLPCN	Exocytosis inh	Cardio protect	HTR2A ag	N-glyco inh	hiPSC survival	CaV13 ICDI inh	PDI turbidity
16	COc1cc(OC)cc(C(=O)N[C@H](C(=O)OCC(=O)N2CCN(S(=O)(=O)c3ccc(C)cc3)CC2)C(C)C)c1	-0.1	-3	100	-6	-1	-2	4	0.7	-5	-6
17	O=C(Nc1cc(Cl)cc(Cl)c1)c1cccc(OC(F)F)c1	2.5	-23	95	6	-23	2	-2	5.3	-3	13
18	O=C(NCC1CCCN1S(=O)(=O)c1cccs1)c1ccc([N+](=O)[O-])cc1 (configuration not stated)	-0.2	-8	97	-10	-4	7	-3	-0.3	-6	-7
19	Cc1ccc(Cc2cnc(NC(=O)/C(C#N)=C/c3ccc(-c4ccccc4[N+](=O)[O-])o3)s2)cc1	0.1	13	107	-4	16	-3	-1	2.3	·	-23
20	CCc1nc2c(OCCOc3ccccc3)cccn2c1N(C)C(=O)c1cccs1	0.0	6	100	-4	-2	-2	-2	1.2	-5	1
21	O=[N+]([O-])c1ccc2c3n([n+]([O-])c2c1)CCN=C3c1ccc(Cl)cc1	0.2	-4	111	78*	-9	-2	5	0.1	-5	-3
22	O=C(Nc1cc(Cl)ccc1Cl)N1CCN(C(=O)Nc2cc(Cl)ccc2Cl)CC1	0.1	-2	97	-2	-3	1	-1	4.2	-6	-7
23	O=C1c2[nH]c(=O)[nH]c(=O)c2CN1Cc1ccccc1	-0.1	12	95	1	6	2	2	0.3	-8	-1
24	COc1ccc(NC(=O)C2CSC3c4ccccc4C(=O)N23)cc1 (configuration not stated)	-0.1	13	91	-1	-4	-1	1	0.2	-3	-4
25	CCN1CCN(CCNC(=O)c2ccc(CS(=O)c3ccc(Cl)cc3)o2)CC1 (configuration not stated)	-0.1	6	101	1	-1	-1	0	0.3	-4	-5
26	CCc1cc(C(=O)NNC(=O)CCl)sc1C	0.1	6	102	-3	2	0	-2	-1.6	-2	1
27	Cc1c(C(=O)N(C)C2CCCCC2)sc2ncnc(N3CCN(c4ccccc4)CC3)c12	0.4	-9	99	17	11	1	-3	0.8	-7	8
28	COc1ccc([N+](=O)[O-])cc1N(CC(=O)NCc1ccco1)S(C)(=O)=O	0.1	5	101	-8	7	1	1	1.4	-6	-2
29	COc1ccccc1NC(=O)CSc1nncn1-c1cccnc1	0.2	·	96	5	17	1	1	1.9	-7	-11
30	COc1ccc(CCC(C)NCc2ccc(C(F)(F)F)cc2)cc1 (configuration not stated)	0.2	?	101	48	-4	3	-1	0.1	-3	6

Going on with the list:
No.	compound	aDG glyco up	Vif inh	ABCB6 inh MLPCN	Exocytosis inh	Cardio protect	HTR2A ag	N-glyco inh	hiPSC survival	CaV13 ICDI inh	PDI turbidity
31	Cc1ccc(N/N=C(\Cc2nc3ccccc3[nH]2)c2ccccc2)cc1	-0.3	-9	104	8	6	-2	3	-1.3	·	-8
32	CCc1noc(C)c1C(=O)NNC(=O)c1ccccc1	0.0	6	98	-5	4	-2	3	0.6	-5	0
33	CCCCCOc1ccc(C(=O)CCC(=O)NNC(=O)c2ccncc2)cc1	0.0	9	95	16	1	3	1	-0.4	-16	1
34	O/N=C/c1ccc2cccc(O)c2n1	-0.1	-14	100	-2	3	7	3	0.0	-6	-1
35	COc1cc(-c2cc3nc(C)c(C)c(=O)n3[nH]2)cc(OC)c1OC	-0.2	2	93	-4	7	-2	3	-1.1	-10	3
36	Clc1ccc(-n2ncc3c(N4CCCC4)ncnc32)cc1	0.3	·	98	3	-26	2	-17	-2.9	-9	-8
37	Cc1cccc(N2CCN(S(=O)(=O)c3ccc(-c4cc(C)no4)s3)CC2C)c1 (configuration not stated)	-0.3	-5	100	?	-2	5	-3	0.5	-6	1
38	Cc1cc(C)c(NC(=O)Cc2ccc(-n3cccc3)cc2)c(C)c1	0.1	-1	107	3	3	0	-1	0.1	-4	-15
39	CCc1nnc(NC(=O)CSc2nc(C)cc(C)c2C#N)s1	-0.2	8	100	-4	-15	0	-9	-1.0	-6	1
40	COc1ccc(-c2nc(CS(=O)CC(=O)NCC3CCCO3)c(C)o2)cc1 (configuration not stated)	-0.1	-5	99	4	-2	2	0	-2.6	-7	·
41	Cc1sc2c(=O)n3c(nc2c1C(=O)NC1CCCCC1)CCCCC3	-0.2	20	104	-3	-2	7	2	-2.5	-5	-11
42	CCC(=O)c1ccc(OCC(O)CN2CCCCC2)cc1 (configuration not stated)	0.9	7	95	-1	11	2	2	-1.9	-7	1
43	CCC(C)c1ccccc1NS(=O)(=O)c1cnn(CC)c1 (configuration not stated)	0.0	8	105	-1	5	2	-1	0.6	-5	-1
44	CC(Sc1nncs1)C(=O)Nc1ccc(Cl)cn1 (configuration not stated)	-0.1	0	97	1	-3	-1	1	0.3	-5	8
45	Cc1ccc(NC(=O)CN(C)Cc2nc3ccccc3c(=O)[nH]2)c(Br)c1	0.0	-14	92	-1	19	-1	2	-1.4	0	1

Profiles, quoted from the list:
Profile of Cc1cc(C)c(NC(=O)Cc2ccc(-n3cccc3)cc2)c(C)c1 = aDG glyco up = 0.1; Vif inh = -1; ABCB6 inh MLPCN = 107; Exocytosis inh = 3; Cardio protect = 3; HTR2A ag = 0; N-glyco inh = -1; hiPSC survival = 0.1; CaV13 ICDI inh = -4; PDI turbidity = -15
Profile of CCCCCOc1ccc(C(=O)CCC(=O)NNC(=O)c2ccncc2)cc1 = aDG glyco up = 0.0; Vif inh = 9; ABCB6 inh MLPCN = 95; Exocytosis inh = 16; Cardio protect = 1; HTR2A ag = 3; N-glyco inh = 1; hiPSC survival = -0.4; CaV13 ICDI inh = -16; PDI turbidity = 1

More structures follow:
No.	compound	aDG glyco up	Vif inh	ABCB6 inh MLPCN	Exocytosis inh	Cardio protect	HTR2A ag	N-glyco inh	hiPSC survival	CaV13 ICDI inh	PDI turbidity
46	CC(C)(C)c1ccc(S(=O)(=O)NCCN2CCOCC2)cc1	-0.3	8	81	12	-2	1	1	0.7	-11	-8
47	O=C(CCCOc1ccccc1)Nc1nncs1	-0.1	5	100	-8	3	1	3	1.2	·	5
48	CCc1cc(=O)oc2c(C)c(OC(C)C(=O)NC3CC(C)(C)NC(C)(C)C3)ccc12 (configuration not stated)	-0.1	1	114	2	-6	2	0	-0.5	-3	2
49	COC(=O)/C(=C\C(=O)c1ccccc1)Nc1cccc(C(F)(F)F)c1	-0.3	10	91	-4	1	5	1	15	-5	-2
50	CCC(C)C(NC(=O)C(Cc1ccc(O)cc1)NC(=O)OCc1ccccc1)C(=O)OC (configuration not stated)	0.0	-2	85	-14	-9	-4	3	-0.5	-2	·
51	Cc1cc(C)n(-c2nnc(C)c(=O)[nH]2)n1	0.1	12	93	-1	-2	-1	2	-0.8	-1	-7
52	COc1ccccc1S(=O)(=O)Cc1ccc(C(=O)NCc2ccc(C)cc2)o1	-0.2	-3	90	-8	14	-3	1	0.2	-2	1
53	O=S(=O)(c1cnccc1N1CCN(CCO)CC1)N1CCCC1	0.0	-4	93	0	4	9	1	1.4	-3	-4
54	NC(=O)CCN(Cc1ccccc1)S(=O)(=O)c1ccccc1	-0.1	2	92	-5	1	-3	0	0.9	-6	-12
